Compound activity as filed in PubChem.
TEAD-YAP inh: TEAD-YAP interaction inhibition; HEK-TIYL cells, TEAD-Gal4/YAP UAS-luciferase luminescence; inhibition, % at 9.12 µM; 640,000 tested, 1.4% active; AID 1259422; in the data active = inhibition above about 32%;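 note: 0% = median of test compound wells and 100% = reference inhibitor wells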
GPR151 ag: activators of human GPR151 | Q8TDV0 | PathHunter beta-arrestin GPR151 cells, luminescence | activation, % at 11.2 µM | 650,000 tested, 1% active | AID 1508602; in the data active = activation above about 4.9%;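 note: 0% = median of compound wells and 100% = cells with positive control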
Target sequence (Q8TDV0 whole entry, looked up): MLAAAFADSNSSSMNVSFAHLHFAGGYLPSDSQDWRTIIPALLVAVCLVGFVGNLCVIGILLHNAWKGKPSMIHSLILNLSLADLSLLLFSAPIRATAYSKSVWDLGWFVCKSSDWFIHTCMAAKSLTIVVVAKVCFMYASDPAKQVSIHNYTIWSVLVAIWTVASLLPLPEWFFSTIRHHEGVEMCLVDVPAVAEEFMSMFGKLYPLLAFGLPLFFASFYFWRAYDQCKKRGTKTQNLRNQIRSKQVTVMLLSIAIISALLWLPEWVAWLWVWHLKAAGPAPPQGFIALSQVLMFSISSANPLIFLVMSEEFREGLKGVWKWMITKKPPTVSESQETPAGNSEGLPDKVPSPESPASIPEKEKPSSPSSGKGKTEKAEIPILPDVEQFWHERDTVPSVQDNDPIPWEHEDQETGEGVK
FBW7 activator: activators of human E3 ligase FBW7; AID 1259310; normalized activity (activation), % at 26.1 µM; Q969H0; AlphaScreen FBW7–phospho-cyclin E peptide binding, activator screen; 650,000 tested, 0.13% active; in the data active = normalized activity above about 1.9%;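 note: purified mutant Fbw7 with reduced substrate affinity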
MITF primary: blocks human microphthalmia-associated transcription factor. 650,000 tested, 0.91% active. AlphaScreen MITF homodimerization, bead proximity signal. inhibition, % at 2.6 µM; in the data active = inhibition above about 50%;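 note: 0% = vehicle wells with protein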
Target sequence (O75030 whole entry, looked up): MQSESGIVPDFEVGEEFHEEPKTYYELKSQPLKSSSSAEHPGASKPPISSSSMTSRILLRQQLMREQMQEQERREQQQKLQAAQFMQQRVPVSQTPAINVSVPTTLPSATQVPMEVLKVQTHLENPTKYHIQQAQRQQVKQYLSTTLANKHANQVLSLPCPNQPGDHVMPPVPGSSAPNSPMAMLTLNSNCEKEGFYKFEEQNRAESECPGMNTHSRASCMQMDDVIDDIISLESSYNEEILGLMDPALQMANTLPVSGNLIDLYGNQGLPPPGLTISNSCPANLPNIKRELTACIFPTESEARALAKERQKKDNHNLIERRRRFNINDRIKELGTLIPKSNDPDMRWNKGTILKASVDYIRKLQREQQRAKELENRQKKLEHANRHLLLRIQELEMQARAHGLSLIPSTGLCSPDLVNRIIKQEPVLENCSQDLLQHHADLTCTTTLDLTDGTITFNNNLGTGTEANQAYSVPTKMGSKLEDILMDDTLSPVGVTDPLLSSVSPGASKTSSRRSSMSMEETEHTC
* marks the source's active call; other numbers are inactive results; / = not tested or not shown; & = joins results of further samples.

SMILES | TEAD-YAP inh | GPR151 ag | FBW7 activator | MITF primary
O=C(O)c1ccc(NCCc2ccccc2)c([N+](=O)[O-])c1 | 5.0 | -5.5 | 0.0 | -5.7
CCOC(=O)C(CC)Sc1nc2nc(C)cc(C)n2n1 (stereo not drawn) | -10.1 | -0.9 | 0.0 | -16.4
O=c1[nH]c2ccccc2nc1/C=C/c1cccc([N+](=O)[O-])c1 | -7.8 | -1.0 | 0.3 | 1.9
O=[N+]([O-])c1ccccc1N1CCN(S(=O)(=O)c2ccccc2)CC1 | -19.0 | -0.5 | -0.3 | -6.0
CCCCC(=O)OC1(C(=O)CO)CCC2C3CCC4=CC(=O)CCC4(C)C3C(O)CC21C (stereo not drawn) | / | 2.2 | 0.1 | -3.8
CSc1ccc(NC(=O)N[C@H]2C[C@H]3C(=O)N[C@H](Cc4ccccc4)C(=O)N3C2)cc1 | 5.1 | 1.9 | 0.7 | 16.8
CC[C@@H](Cn1ncc2ccccc2c1=O)NC(=O)c1nccc2ccccc12 | 8.0 | -0.1 | 0.0 | 12.7
Cc1ncc([N+](=O)[O-])n1CC(=O)Nc1ccc(Br)cc1 | 1.2 | 0.3 | 0.0 | 5.6
CCCCCC1(C(=O)OCC)CC(CSc2nc3ccccc3[nH]2)OC1=O (stereo not drawn) | 5.8 | -0.3 | 0.1 | 5.8
CCCCN(C)Cc1ccc(C(=O)NCC2(O)CCCCC2)c(=O)[nH]1 | 9.8 | 0.5 | 0.2 | 10.1
CC1=NN(C(=O)CCc2ccccc2)C(O)(c2ccc(Cl)cc2)C1 (stereo not drawn) | 8.3 | 0.1 | 0.1 | -2.0
COC(=O)[C@@H]1CCCN1C(=O)Cc1ccc(N2CCC(N3CCSCC3)CC2)cc1 | 9.4 | 3.1 | 0.1 | 3.4
COc1ccc2nc(NC3=NC(C(=O)Nc4ccccc4)CC(=O)N3)nc(C)c2c1 (stereo not drawn) | 5.1 | 0.5 | 0.4 | 16.4
CC1(C)CC(=O)C=C(Nc2ccc3c(c2)OCCO3)C1 | 7.9&-11.6 | 1.9&0.7 | 0.5&0.1 | 15.6&-0.4
COc1cc(NS(=O)(=O)c2ccc(-n3c(=S)[nH]c4ccc(Cl)cc4c3=O)cc2)nc(OC)n1 | 0.6 | 1.6 | -0.1 | -14.3
Cc1cccc(C2c3[nH]c4ccccc4c3CCN2C(=O)C2CCOCC2)n1 (stereo not drawn) | -1.6 | -0.4 | 0.1 | 3.7
COc1ccc(N2CCN(c3ncnc4sc(C(=O)N5CCN(c6ccc([N+](=O)[O-])cc6)CC5)c(C)c34)CC2)cc1 | -14.6 | 0.8 | -0.1 | -4.9
CCN(CC)c1ccc(C2N(S(=O)(=O)c3ccccc3)CCN2S(=O)(=O)c2ccc(C)cc2)cc1 (stereo not drawn) | 5.7 | 0.1 | 0.0 | 8.1
CSCC(=O)N1CCc2ccc(NC(=O)c3ccncc3)cc2C1 | 1.5 | 0.2 | 0.1 | -1.1
CCCCOc1ccc(C(=O)Nc2sc3c(c2C(N)=O)CCN(C(C)C)C3)cc1 | -6.5 | 2.7 | 0.0 | 3.0
CC(=O)Nc1ccc(N=Cc2cc3c(cc2[N+](=O)[O-])OCO3)cc1 | 0.0 | -0.9 | -0.1 | 5.9
O=c1c2ccccc2[nH]c(=S)n1CCC1=CCCCC1 | -4.7 | -1.0 | 0.0 | -9.6
CCOC(=O)Cn1c(=O)oc2ccccc21 | 9.8 | -0.2 | -0.1 | 6.4
CCOc1ccc(N2C(=O)CC(NCCc3ccccc3Cl)C2=O)cc1 (stereo not drawn) | -3.3 | -1.2 | -0.3 | 0.0
Cc1noc(C)c1NC(=O)N1CCC2(CC1)OCc1ccccc1O2 | -5.8 | -0.6 | -0.4 | 6.8
O=C1CCC(C(=O)NNC(=O)c2nc(-c3ccccc3)n(-c3ccccc3)n2)=NN1 | 3.9 | -0.4 | 0.0 | 4.6
O=[N+]([O-])c1ccc(/C=C/S(=O)(=O)Nc2ccccc2)cc1 | 10.3 | -1.6 | -0.1 | 11.6
COCCN1C(=O)c2oc3ccc(Br)cc3c(=O)c2C1c1ccccc1F (stereo not drawn) | 4.6 | -1.3 | 0.1 | 14.4
O=C(O)c1ccccc1C(=O)Nc1ccc(Oc2cccc3ccccc23)cc1 | 82.0* | 1.8 | -0.1 | 10.2
COc1ccc(/C=N/NC(=O)c2cccc(Cl)c2)cc1OC | 8.7 | -0.9 | 0.0 | -13.9
CC(C)c1ccc(C2/C(=C(/O)c3ccc(F)cc3)C(=O)C(=O)N2CCN2CCOCC2)cc1 (stereo not drawn) | -7.4 | -0.7 | -0.1 | -4.6
Cc1cccc(NC(=O)C2CC=CCC2C(=O)O)c1 (stereo not drawn) | 4.6 | -1.5 | -0.1 | -12.0
CC1(C)CC(=O)C2=C(C1)OC(N)=C(C#N)C2c1cncc(-c2ccc(F)cc2)c1 (stereo not drawn) | -1.9 | -0.3 | 0.0 | -4.2
CCOP(=O)(OCC)c1nc(-c2ccco2)oc1NCc1ccccc1Cl | 5.1 | 1.4 | 0.1 | 5.0
CCOc1cc(/C=C2/C(=O)NC(=O)N(c3ccccc3F)C2=O)cc(Br)c1O | 9.0 | -0.9 | -0.1 | 11.3
O=C(CSc1nnc2c(n1)[nH]c1ccc(S(=O)(=O)N3CCOCC3)cc12)c1ccc(Cl)cc1 | -6.2 | 0.5 | 0.4 | 2.8
CCOC(=O)c1[nH]c(C)c(CNc2cccc(OC)c2)c1C | 7.2 | -0.6 | 0.0 | -8.4
O=C(NCCOc1ccccc1)c1ccc2nc(Nc3ncccn3)sc2c1 | -20.8 | -1.7 | 0.4 | -0.3
CC(C)n1cc(C(=O)N2CCCC(CNS(=O)(=O)c3cccs3)C2)cn1 (stereo not drawn) | 1.0 | 0.0 | 0.1 | 9.9
COc1cc(/C=N/NC(=O)C2C3CCCCC32C)ccc1O (stereo not drawn) | 3.3 | 0.4 | 0.0 | 1.2
CC1CC2(CC(C)OC2=O)C(=O)O1 (stereo not drawn) | -3.3 | -0.6 | 0.3 | 16.6
O=C(c1ccco1)N1CCN(c2ncc(-c3ccccc3CO)n3ccnc23)CC1 | -1.5 | -3.9 | 6.7* | -3.8
CC(C)C[C@@H]1NC(=O)[C@H]2CN(C(=O)c3ccccc3Cl)CCN2C1=O | -2.0 | 0.2 | 0.0 | -4.2
CC1=NN(C(N)=S)C(=O)C1N=Nc1ccc(C(=O)c2ccccc2)cc1 (stereo not drawn) | -12.4 | -1.3 | -0.6 | -6.0
Cc1cc([N+](=O)[O-])ccc1NC(=O)/C(C#N)=C/c1cccc(Cl)c1 | 2.0 | 1.8 | 0.0 | 2.9
O=C(NCc1cccnc1)c1ccc(S(=O)(=O)c2ccccc2Cl)c([N+](=O)[O-])c1 | 12.8 | 0.9 | 0.0 | 11.8
CC(C)Nc1nc(NC(C)C)nc(OCCNC(=O)COc2ccc(Cl)cc2Cl)n1 | 19.2 | 0.0 | -0.1 | 7.3
Cc1cc(C(=O)CSc2ncnc3sccc23)c(C)n1CC1CCCO1 (stereo not drawn) | 14.8 | 1.0 | 0.0 | 19.7
COc1cccc(CN2C[C@@H]3C[C@@H](c4cccc(C)c4)N4CCC[C@@]34C2=O)c1 | -3.6 | 1.0 | 0.0 | -0.5
COc1cc(/C=N/NC(=O)c2ccccc2Cl)cc([N+](=O)[O-])c1O | -19.4 | 1.1 | 0.1 | 2.6
CCCN(CCC)C(=O)C(CC)Oc1ccccc1 (stereo not drawn) | 0.7 | 0.2 | 0.1 | 12.9
CCOC(=O)c1c(-c2ccccc2)oc2ccc(NS(=O)(=O)c3ccc(OC)cc3)cc12 | 57.0* | 3.7 | -0.1 | -4.5
OC(CNC1CCCCC1)COc1ccc(Cl)cc1Cl (stereo not drawn) | 0.2 | 0.0 | 0.2 | 6.5
COc1cccc(NC(=O)c2ccc(C(C)(C)C)cc2)c1 | -26.9 | -1.5 | -0.1 | 0.2
CCCCCCc1cc2cc(C(N)=O)c(=Nc3cccc4ccccc34)oc2cc1O | -8.6 | 0.8 | -0.1 | 3.6
CSc1nnc(-c2ccccc2)n1N | -1.4 | -0.5 | 0.4 | 5.3
O=C(N/N=C/c1ccc(O)c(O)c1O)c1ccc2ccccc2n1 | 17.2 | -1.3 | -0.8 | 41.5
CCn1c(SC)nnc1-c1nnc(SC)n1CC | -7.5 | -1.1 | 0.8 | 3.6
CN(C)c1ncc(-c2nc3cnccn3c2NC2CCCC2)cn1 | -12.9 | -0.8 | -0.1 | -7.6
CCOC(=O)c1c(NC(=O)c2ccc(S(=O)(=O)N(C)C3CCCCC3)cc2)sc2c1CCN(C(C)=O)C2 | 8.1 | 0.0 | 0.6 | 14.5

Part of the list above, field by field:
Cc1cccc(C2c3[nH]c4ccccc4c3CCN2C(=O)C2CCOCC2)n1 (stereo not drawn)
  TEAD-YAP inh: -1.6	GPR151 ag: -0.4	FBW7 activator: 0.1	MITF primary: 3.7
COc1ccc(N2CCN(c3ncnc4sc(C(=O)N5CCN(c6ccc([N+](=O)[O-])cc6)CC5)c(C)c34)CC2)cc1
  TEAD-YAP inh: -14.6	GPR151 ag: 0.8	FBW7 activator: -0.1	MITF primary: -4.9
CCN(CC)c1ccc(C2N(S(=O)(=O)c3ccccc3)CCN2S(=O)(=O)c2ccc(C)cc2)cc1 (stereo not drawn)
  TEAD-YAP inh: 5.7	GPR151 ag: 0.1	FBW7 activator: 0.0	MITF primary: 8.1

The list goes on.
SMILES | TEAD-YAP inh | GPR151 ag | FBW7 activator | MITF primary
O=C1CC(N2CCN(Cc3ccccc3)CC2)C(=O)N1c1ccccc1 (stereo not drawn) | 3.3 | -0.9 | 0.0 | 6.1
COc1ccc(OC)c(-c2nc(NCc3ccccc3O)sc2C)c1 | 0.6 | -0.2 | -0.2 | -1.7
COc1ccc(OC)c(NC(=O)CC(C(=O)O)N(C)C)c1 (stereo not drawn) | 6.2 | -1.7 | 0.2 | 12.0
CC1CCc2c(sc(N)c2C#N)C1 (stereo not drawn) | -1.4 | -0.7 | 0.0 | 11.6
N#Cc1cc(F)c(N2CCN(S(=O)(=O)c3ccccc3)CC2)cc1Cl | -14.4 | -0.2 | 0.0 | 14.7
O=C(O)c1ccc(COc2ccc(Cl)cc2[N+](=O)[O-])o1 | 4.1 | -4.8 | -0.1 | -4.2
Cc1ccc(-n2c(=S)sc3c(=O)n(-c4ccccc4)c(SCC(=O)N4CCC(C)CC4)nc32)c(C)c1 | -7.8 | 0.0 | -0.6 | 0.6
C/C(CC(=O)Nc1ccc(N(C)C)cc1)=N\NC(=O)C(=O)NCc1ccccc1 | -0.6 | 1.2 | 0.1 | 8.4
O=C(NCCc1ccccc1)C1CCC(Cn2c(SCc3ccccc3Cl)nc3ccccc3c2=O)CC1 (stereo not drawn) | -6.1 | -0.9 | -0.1 | -1.0
CCOc1cc(/C=c2\sc3nc(-c4ccncc4)nn3c2=O)ccc1OC(C)=O | 0.3 | -0.8 | 0.3 | 24.7
COc1ccccc1-c1nc(C#N)c(N2CC(C)CC(C)C2)o1 (stereo not drawn) | -3.9 | -1.6 | 0.0 | 16.8
CN(NC(=O)c1ccc(Cl)cc1Cl)C1=NS(=O)(=O)c2ccccc21 | 0.4 | 0.9 | 0.1 | 0.8
CC(C)(C)C(=O)CSc1nc2cc(C(=O)NCc3cccc(Cl)c3)ccc2c(=O)n1CCc1ccccc1 | -5.7 | -0.6 | -0.1 | 29.7
CN1CC(=O)N(CC(=O)N(C)c2ccccc2)C1=O | 13.8 | 2.2 | 0.0 | 9.9
C[C@@H]1CC[C@H]2C(=O)O[C@@H](COc3ccc(C(C)(C)C)cc3)CN2[C@H]1c1ccc(Br)cc1 | / | 5.3* | -0.1 | 12.0
CN(C)c1nc(NCc2ccccc2)nc(Nc2ccc(OC(F)(F)F)cc2)n1 | 12.4 | -0.3 | 0.5 | 11.1
CCc1n[nH]c(=S)n1/N=C/C=C/c1ccccc1[N+](=O)[O-] | -8.7 | -0.4 | -0.2 | 5.6
CCc1ccc(-n2c(SCC(N)=O)nnc2-c2cccs2)cc1 | -0.5 | -0.1 | 0.0 | 2.2
COc1cccc(-c2nnc(SCC(=O)Nc3cc(C(N)=O)cc(C(N)=O)c3)n2C)c1 | 5.4 | 1.2 | 0.0 | -0.2
Cc1ccc(/C=C(\C#N)C(=O)NCCN2CCOCC2)cc1 | 5.4 | -0.6 | 0.0 | 7.8
CCOCCCNC(=O)C1CCCN(c2nc3c(C)cc(C)cc3s2)C1 (stereo not drawn) | 0.2 | -0.6 | 0.0 | 4.8
C=CCCC(=O)NCC1Cc2cccc(-c3cncnc3)c2O1 (stereo not drawn) | 6.1 | 0.3 | -0.2 | 0.9
Cc1ccc(C(C)C(=O)N2CCC(n3nc(C4CC4)ccc3=O)CC2)cc1 (stereo not drawn) | -0.4 | 0.2 | -0.1 | 7.2
Cc1cc(C)cc(NC(=O)C(=O)NCCC2CCCCN2S(=O)(=O)c2cccs2)c1 (stereo not drawn) | -3.8 | -0.2 | -0.1 | -13.3
COC(=O)C1=C(O)/C(=C/c2cccc(OC)c2O)N=C1C | -10.2 | -2.9 | -0.2 | 9.6
Cc1cccc2c(N3CCCC3)nc(CNC(=O)c3ccoc3)nc12 | 3.5 | 1.0 | 0.2 | 15.2
COCCn1c(N2CCCCCC2)nc2c1c(=O)[nH]c(=O)n2C | -1.4 | 0.0 | 0.1 | 6.5
CSc1nnc(C)c(=O)n1COC(=O)/C=C/c1ccccc1 | 2.0 | -0.9 | 0.0 | -0.1
